Bioassay records: PubChem, several laboratories
STAT3 activator – increases IL-6 driven STAT3 reporter signal. U3A cells, IL-6 STAT3-luciferase reporter, luminescence; 100% = signal with IL-6 EC80 alone. activation (% of control), % at 5.6 µM. 190,000 compounds, 0.91% hits. AID 871;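 active means activation above the screen-wide mean of compound activation plus 3 SD, cut at about 130% in these data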;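 further: 0% = background luminescence of wells with medium and substrate only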
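Material: STAT1-lacking human U3A cells, STAT3 luciferase reporter | Benchmarks: IL-6-only wells as 100% reference | Probe or stimulus: IL-6 (33 ng/mL) | Timing: Compound 1 h, then IL-6 6 h at 37 °C | Detection: Luminescence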
PPARg SRC-1 ag – PPARgamma-driven SRC-1 recruitment agonism. P37231. PPARgamma-SRC-1 coactivator recruitment biochemical assay. activation, % at 8 µM. 200,000 compounds, 0.41% hits. AID 631; in the data active means activation above about 19%;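 further: 0% = DMSO and 100% = reference agonist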
PPARg SRC-3 ag – PPARgamma-driven SRC-3 recruitment agonism. 200,000 compounds, 0.26% hits. activation, % at 8 µM. P37231. biochemical PPARgamma/SRC-3 coactivator recruitment assay; in the data active means activation above about 23%;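 further: 0% = DMSO and 100% = reference agonist; some compounds past the cut are filed as inactive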
STAT3 inh – reduces IL-6 driven STAT3 reporter signal; 190,000 compounds, 0.89% hits; AID 862; inhibition, % at 5.5 µM; U3A cells, IL-6 STAT3-luciferase reporter, luminescence; host cell line lacks STAT1;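 active means inhibition above the mean inhibition across all screened compounds plus 3 SD, cut at about 44% in these data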;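 further: 0% = DMSO only wells and 100% = 100 µM nifuroxazide control wells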
ROMK mod – human ROMK K+ channel modulation, primary screen; P48048; Tet-inducible ROMK, thallium flux fluorescence; actives lie on both sides; B-score at 10 µM; 130,000 compounds, 2% hits; AID 1918;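 active means signal ratio slope over the read window, or its plate-corrected B-score, at least 3 SD from the plate mean, either direction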;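 further: B-score of the F/F0 ratio slope over 7 to 12 s after thallium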
Target sequence (P48048 whole entry, looked up): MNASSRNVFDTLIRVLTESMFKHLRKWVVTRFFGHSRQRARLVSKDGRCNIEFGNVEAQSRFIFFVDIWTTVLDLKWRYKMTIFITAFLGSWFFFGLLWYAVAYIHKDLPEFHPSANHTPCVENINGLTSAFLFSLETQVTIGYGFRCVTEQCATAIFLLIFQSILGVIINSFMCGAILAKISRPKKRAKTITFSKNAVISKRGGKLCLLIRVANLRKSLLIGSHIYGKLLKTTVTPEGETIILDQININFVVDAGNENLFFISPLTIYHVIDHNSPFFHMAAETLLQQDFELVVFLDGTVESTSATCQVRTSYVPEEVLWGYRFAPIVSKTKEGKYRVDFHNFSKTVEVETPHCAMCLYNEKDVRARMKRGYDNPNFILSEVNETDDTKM
SRC2 TRFRET art – TR-FRET artefact, counter-screen to PPARgamma/SRC-2 agonist assay | AID 1049 | TR-FRET ratio at 8 µM | 200,000 compounds, 0.4% hits | hits give high values; in the data active means TR-FRET ratio above about 2000; further: inactives centre near 1500
RAM inhibit – yeast RAM network inhibition; inhibition, % at 50 µM; S. cerevisiae dse1pr::URA3 reporter, 5-FOA growth OD615, 2 d; analog-sensitive cbk1-as2 kinase mutant strain; AID 868; 190,000 compounds, 1.8% hits;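 active means inhibition above a set limit, 3 SD over mean compound inhibition, cut at about 8.4% in these data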;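 further: 0% = DMSO-only wells with no growth and 100% = 10 µM 1-NA-PP1 full growth; inhibition rescues growth on 5-FOA so higher OD means more RAM inhibition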
STAT1 blocker – reduces IFN-gamma driven STAT1 reporter signal. inhibition, % at 5.5 µM. 200,000 compounds, 0.35% hits. NIH 3T3 STAT1-luciferase reporter, luminescence;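 active means inhibition above a set limit, the mean inhibition across all tested compounds plus 3 SD, cut at about 34% in these data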;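 further: 0% = IFN-gamma with DMSO and 100% = IFN-gamma with 300 µM nifuroxazide; values of inactives mirror those of a sister screen read the other way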
S1P3 antagonist – S1P3 (human) receptor antagonism; Q99500; CHO S1P3 NFAT-BLA reporter, FRET fluorescence, antagonist mode; inhibition, % at 4.98 µM; 170,000 compounds, 0.27% hits; AID 485;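 active means inhibition above the plate cutoff, the mean inhibition of test wells on that plate plus 3 SD, cut at about 28% in these data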;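 further: cells challenged with S1P at its EC80 of 0.8 µM; blue over green emission ratio from cleaved BLA substrate after 4 h stimulation; 0% = S1P-stimulated wells and 100% = unstimulated DMSO-only wells; some compounds past the cut are filed as inactive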
Target sequence (Q99500 whole entry, looked up): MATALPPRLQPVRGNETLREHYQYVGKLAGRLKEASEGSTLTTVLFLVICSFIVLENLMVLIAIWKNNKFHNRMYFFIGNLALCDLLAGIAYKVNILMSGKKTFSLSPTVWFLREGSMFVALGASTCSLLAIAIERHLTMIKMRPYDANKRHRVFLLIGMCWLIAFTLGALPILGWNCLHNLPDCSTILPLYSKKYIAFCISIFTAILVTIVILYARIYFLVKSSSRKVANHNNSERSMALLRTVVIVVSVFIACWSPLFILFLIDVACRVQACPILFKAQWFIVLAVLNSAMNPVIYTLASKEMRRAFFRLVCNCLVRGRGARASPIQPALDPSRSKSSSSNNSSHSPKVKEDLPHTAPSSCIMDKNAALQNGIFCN
PPARg SRC2 recr – PPARgamma-driven SRC-2 recruitment agonism | P37231 | PPARgamma LBD-SRC-2 recruitment, biochemical | activation, % at 8 µM | 200,000 compounds, 0.34% hits; in the data active means activation above about 22%;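 further: 0% = vehicle and 100% = reference agonist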
TLR4 MyD88 comp – inhibitors of human TLR4-MyD88 binding | O00206+Q99836 | HeLa CL3-4 TLR4/MyD88 BLA complementation, FRET ratio | inhibition, % at 8.4 µM | 200,000 compounds, 0.18% hits; in the data active means inhibition above about 25%;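 further: 0% = vehicle and 100% = reference inhibitor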
* = called active by the depositor; . = not tested or not shown.

Results follow in this order: STAT3 activator | PPARg SRC-1 ag | PPARg SRC-3 ag | STAT3 inh | ROMK mod | SRC2 TRFRET art | RAM inhibit | STAT1 blocker | S1P3 antagonist | PPARg SRC2 recr | TLR4 MyD88 comp
1	COc1cccc(CN2C(=O)N(C(C)C)C(N(O)C(=O)NC(C)C)C2(C)C)c1OC (configuration not stated)
    103 | 8 | 2 | 1 | . | 1539 | 1.6 | 0 | . | 8 | -1
2	Cc1ccc(S(=O)(=O)N(C(=O)c2ccncc2)c2ccc(OC(=O)c3ccncc3)c3ccccc23)c(C)c1
    110 | 6 | 5 | -4 | -0.79 | 1544 | 8.4 | 6 | . | 4 | 2
3	CCCc1cc(=O)[nH]c(SCc2cccnc2)n1
    119 | -5 | -6 | -21 | -0.43 | 1485 | 0.6 | 3 | . | 1 | -4
4	CCN(CC)CCN(Cc1cc2cc(C)cc(C)c2[nH]c1=O)C(=S)NCc1ccco1
    108 | 4 | -2 | 0 | -2.2 | 1430 | 0.8 | -2 | -4 | -1 | 5
5	C=C1/C(=C\C=C2/CCC[C@]3(C)[C@@H]([C@H](C)CCCC(C)(C)O)CC[C@@H]23)C[C@@H](O)C[C@@H]1O
    . | -6 | 3 | . | . | 1565 | . | . | 10 | 4 | .
6	CC1N=C2c3ccccc3N=C(SCc3cc(=O)n4cc(Cl)ccc4n3)N2C1=O (configuration not stated)
    105 | -2 | 2 | -1 | . | 1523 | 0.4 | 3 | -4 | -1 | -2
7	CCCOc1ccc(C2C(=O)N(C3CCCCC3)CC(=O)N2CCCOCC)cc1OC (configuration not stated)
    108 | 0 | 3 | -4 | . | 1634 | -0.9 | 1 | . | 15 | -20
8	Cc1nc(CC(=O)c2c(C)cc(O)cc2O)cs1
    87 | -6 | 1 | 20 | . | 1587 | 1.5 | -5 | -9 | 5 | -4
9	O=S(=O)(c1cccc(-c2nnc(SC(F)F)n2-c2ccccc2)c1)N1CCCCC1
    95 | 6 | -2 | 12 | . | 1500 | 1.5 | 6 | -8 | 9 | 1
10	O=C(/C=C/c1cccc(OCc2ccccc2)c1)c1cccnc1
    102 | -5 | 1 | -2 | . | 1509 | 8.0 | -2 | 4 | -2 | 23
11	Cc1ncc([N+](=O)[O-])n1CC(=O)NC1CCCC1
    98 | 2 | 7 | 6 | . | 1687 | 1.7 | -3 | . | 10 | 7
12	CCCC(=O)c1c(NCCO)cc(C)oc1=O
    102 | -4 | -4 | 4 | 1.5 | 1335 | 0.2 | 9 | -12 | -10 | -20
13	Cc1occc1C(=O)NCCCCNC(=O)c1ccoc1C
    107 | -6 | -11 | -6 | . | 1262 | 0.6 | 6 | 1 | -6 | 8
14	Cc1c(NC(=O)c2cccs2)c(=O)n(-c2ccccc2)n1C
    105 | 0 | 1 | 0 | 0.0024 | 1779 | 0.3 | -7 | 4 | -2 | -20
15	O=C(O)CCS(=O)(=O)Cc1cccc(Cl)c1
    96 | 7 | 9 | 7 | 0.37 | 1564 | 1.9 | 6 | . | 8 | -11
16	O=C(CSc1nc2ccccc2n1Cc1ccc(Cl)cc1)N/N=C/c1ccc(C(=O)O)cc1
    104 | 7 | 4 | -2 | 0.4 | 1572 | 7.3 | -1 | -16 | 4 | -3
17	Cn1c(Cn2nnc3ccccc32)nnc1SCC(=O)Nc1ccc2c(c1)OCO2
    96 | 8 | -3 | 7 | -0.24 | 1805 | 0.2 | 4 | -10 | 6 | 2
18	Cc1nnc(SCC(=O)N(C)c2ccccc2)n1Cc1ccccc1
    98 | -5 | 0 | 6 | -0.13 | 1464 | 0.1 | -3 | -8 | 11 | -14
19	CC(C)CCNC(=O)C(=O)NC1CCCC1
    96 | 4 | 0 | 9 | -0.13 | 1641 | -0.3 | -18 | 1 | -7 | 3
20	CCOCCCNCc1cccc(OCc2ccc(F)cc2)c1
    95 | 2 | 1 | 6 | -1.7 | 1734 | 1.5 | 2 | 1 | 6 | 3

Limited to RAM inhibit, SRC2 TRFRET art and S1P3 antagonist, for some of the entries so far:
nr | smiles | RAM inhibit | SRC2 TRFRET art | S1P3 antagonist
13 | Cc1occc1C(=O)NCCCCNC(=O)c1ccoc1C | 0.6 | 1262 | 1
19 | CC(C)CCNC(=O)C(=O)NC1CCCC1 | -0.3 | 1641 | 1
14 | Cc1c(NC(=O)c2cccs2)c(=O)n(-c2ccccc2)n1C | 0.3 | 1779 | 4
12 | CCCC(=O)c1c(NCCO)cc(C)oc1=O | 0.2 | 1335 | -12
18 | Cc1nnc(SCC(=O)N(C)c2ccccc2)n1Cc1ccccc1 | 0.1 | 1464 | -8

The results go on:
Results follow in this order: STAT3 activator | PPARg SRC-1 ag | PPARg SRC-3 ag | STAT3 inh | ROMK mod | SRC2 TRFRET art | RAM inhibit | STAT1 blocker | S1P3 antagonist | PPARg SRC2 recr | TLR4 MyD88 comp
21	O=C(Nc1nccs1)c1sc2ccccc2c1Cl
    69 | 12 | 3 | 38 | . | 1638 | 4.2 | -6 | . | 1 | 3
22	CC(C)C(NC(=S)NCc1ccccc1)C(=O)O (configuration not stated)
    105 | 7 | 10 | -4 | -0.12 | 1618 | -1.1 | 1 | . | 7 | -5
23	O=C(N/N=C/C1CC=CCC1)c1ccccc1O (configuration not stated)
    98 | 3 | 4 | 2 | -0.12 | 1607 | 1.3 | -2 | . | 6 | -9
24	CN1CCCC(OC(=O)COc2ccc(Br)cc2)C1 (configuration not stated)
    107 | -5 | -10 | -4 | . | 1465 | -0.1 | -1 | -4 | 10 | 2
25	CCOC(=O)CSc1nnc(CNC(=O)c2cc(OCC)c(OCC)c(OCC)c2)n1C
    102 | 0 | 3 | 3 | . | 1742 | 0.2 | 1 | -2 | 4 | -3
26	O=C1C=C(O)C(n2cncn2)C(c2cc(F)ccc2F)C1 (configuration not stated)
    97 | 3 | 4 | 9 | 0.99 | 1594 | 1.1 | -1 | -10 | 1 | 12
27	C=CCS(=O)(=O)N1CCC(CCOc2ccccc2)(C(=O)OCC)CC1
    94 | 5 | 2 | 12 | -0.58 | 1575 | 2.7 | 6 | 23 | 2 | -7
28	Cc1ccc(Cc2cnc(NC(=O)/C(C#N)=C/c3ccc(-c4ccc([N+](=O)[O-])cc4)o3)s2)cc1
    94 | 2 | 7 | 11 | . | 1639 | 3.2 | 8 | . | -1 | -21
29	O=c1c2c3c(sc2ncn1-n1cccc1)CCCCC3
    96 | 4 | 6 | 8 | -1.3 | 1649 | -0.4 | 0 | . | 4 | 6
30	CN1CCN(CCCNC(=O)c2ccc(/C=C3\Sc4ccccc4N(Cc4ccccc4F)C3=O)cc2)CC1
    94 | 0 | -3 | 12 | -1.1 | 1434 | -2.4 | 8 | -6 | -4 | 13
31	CCOc1ccc(-n2c(=O)c3c4c(sc3n(CC(=O)NCCCOC)c2=O)CCCCC4)cc1
    102 | -1 | -5 | -1 | 0.094 | 1377 | 1.5 | -4 | -16 | -5 | -5
32	CCc1ccc(NC(=O)CCc2nc3ccccc3[nH]2)cc1
    103 | -1 | 0 | 2 | -0.54 | 1605 | 0.0 | 4 | 3 | 2 | 2
33	Cn1ncc([N+](=O)[O-])c1C(=O)N/N=C/c1c[nH]c2ccccc12
    114 | 1 | 1 | -13 | . | 1537 | 0.7 | -13 | 5 | -2 | 2
34	Cc1ccc(S(=O)(=O)N2CCN(C(=O)c3ccccc3)CC2)c(C)c1NS(C)(=O)=O
    108 | -3 | -2 | -8 | 0.33 | 1437 | 0.1 | 0 | -10 | 0 | 6
35	O=C(CCC(=O)OCCCC(F)(F)C(F)(F)F)NC1CCCCC1
    106 | 2 | 6 | -3 | -1.3 | 1484 | 2.4 | 2 | 13 | 3 | 2
36	O=C(CSc1nnc(C2CC2)n1-c1ccccc1)NCCN1C(=O)CSC1=O
    104 | 1 | -2 | -2 | -0.028 | 1464 | 0.7 | -6 | -7 | 2 | -4
37	O=C(Nc1nc2ccc(S(=O)(=O)N3CCCC3)cc2s1)c1cccs1
    107 | -3 | 3 | -5 | . | 1299 | 4.4 | -14 | 11 | -2 | -12
38	CCOC(=O)C1C(=O)NC(N2CCN(Cc3ccccc3)CC2)=NC1c1ccco1 (configuration not stated)
    105 | 12 | 12 | -3 | 0.2 | 1393 | -1.5 | -2 | -6 | 3 | 1
39	CCCCNC(=S)N/N=C/c1ccc(C#N)cc1
    103 | 4 | 3 | 5 | -0.051 | 1879 | 1.2 | 1 | 2 | -4 | -3
40	O=C(NCCCl)c1ccc(OCc2ccccc2)cc1Cl
    107 | 6 | 0 | -6 | -2 | 1454 | 0.5 | -30 | -19 | 0 | 0
41	CCN(c1ccccc1)S(=O)(=O)c1ccc2[nH]cc(C(=O)N3CCOCC3)c(=O)c2c1
    100 | 9 | 16 | 2 | 0.0066 | 1774 | -0.7 | 5 | . | 6 | 2
42	Cn1c2c(c(=O)n(C)c1=O)C1(C(=O)Nc3ccccc31)C(C#N)=C(N)O2 (configuration not stated)
    103 | 7 | 18 | 1 | . | 1561 | 0.0 | 15 | . | 1 | -2
43	CSc1ccc(Cl)c(C(=O)OCC(=O)NCC(C)C)c1
    104 | 0 | 1 | -5 | 0.14 | 1712 | 2.4 | 2 | . | 2 | -11
44	O=C(Nn1cnnc1)c1cc(-c2ccccn2)nc2ccccc12
    124 | -1 | -2 | -25 | 0.61 | 1542 | 2.0 | 9 | -17 | -2 | -4
45	O=C(CSc1nncn1-c1ccccc1)Nc1cc(Cl)cc(Cl)c1
    101 | 2 | 4 | -3 | 0.23 | 1552 | 4.8 | 0 | . | 4 | 7
46	O=C(N/N=C/C(Br)=C/c1ccccc1)c1n[nH]c2c1CCC2
    137* | -3 | -7 | -35 | 1.9 | 1402 | -0.7 | -50 | . | 0 | 5
47	CC(=O)Nc1ccc(CN2CCN(C3CCCCC3)C(CCO)C2)cc1 (configuration not stated)
    105 | 5 | -3 | -1 | -0.016 | 1528 | -0.2 | -6 | 0 | 9 | 2
48	O=C(O)c1cccc(N/C(=N\S(=O)(=O)c2ccccc2)c2ccccc2)c1
    92 | 14 | 2 | 12 | -0.89 | 1587 | 0.8 | 5 | -4 | 3 | 0

Excerpt: compounds 41 to 42
Results follow in this order: STAT3 activator | PPARg SRC-1 ag | PPARg SRC-3 ag | STAT3 inh | ROMK mod | SRC2 TRFRET art | RAM inhibit | STAT1 blocker | S1P3 antagonist | PPARg SRC2 recr | TLR4 MyD88 comp
41	CCN(c1ccccc1)S(=O)(=O)c1ccc2[nH]cc(C(=O)N3CCOCC3)c(=O)c2c1
    100 | 9 | 16 | 2 | 0.0066 | 1774 | -0.7 | 5 | . | 6 | 2
42	Cn1c2c(c(=O)n(C)c1=O)C1(C(=O)Nc3ccccc31)C(C#N)=C(N)O2 (configuration not stated)
    103 | 7 | 18 | 1 | . | 1561 | 0.0 | 15 | . | 1 | -2
